Compound activity: PubChem BioAssay, Sanford-Burnham Center for Chemical Genomics
Hsp70 displacement: Hsp70 inhibitors, probe displacement, primary screen, biochemical, fluorescence polarization (AID 583); hit rate 0.06% among 140,000; Heat shock 70 kDa protein 1A (Homo sapiens); displacement, % at 20 µM, or IC50 in µM where a hit was titrated; Hsp70 fluorescence polarization probe displacement, mP; higher % means a stronger effect; in the data active means displacement above about 50%;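 further: plate controls were vehicle for no effect and reference ligand for full effect; a part of the inactive calls stands beside numbers as strong as those of hits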
MKP-3 inhibition: MKP-3 phosphatase inhibitors, primary screen, biochemical, rat enzyme, in vitro (AID 425). hit rate 0.17% among 110,000. recombinant MKP-3 phosphatase activity, fluorescence; higher % means a stronger effect. one-dose inhibition, % at 20 µM; IC50 in µM for titrated hits. Dual specificity protein phosphatase 6 (Rattus norvegicus); in the data active means inhibition above about 50%;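 further: plate controls were vehicle for no effect and reference inhibitor for full effect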
Active calls of the source: *; nt = not tested or not shown; & = joins results of further samples.

mol | Hsp70 displacement | MKP-3 inhibition
O=C(O)CCCCCN1C(=O)C(=O)/C(=C(/O)c2ccc(F)cc2)C1c1ccccc1 (stereo not drawn) | -10.3% | 4.9%
S=C1NC(c2cccs2)=CC(c2ccc(Br)cc2)N1 (stereo not drawn) | 5.5% | -1.0%
CCOc1ccccc1NC(=O)C(=O)NCCc1ccccc1 | -0.7% | -3.2%
Cc1ccc(C(C)C)c(OCC(=O)Nc2ccc(NC(=O)c3ccco3)cc2)c1 | -2.1% | 2.5%
NS(=O)(=O)c1cccc(NC(=O)COc2ccccc2)c1 | 2.8% | 4.4%
CCOC(=O)C(CC)Sc1nnc2c3cc(C)ccc3n(C)c2n1 (stereo not drawn) | 9.2% | nt
Cn1cccc1Cc1nnc(SCC(=O)Nc2ccc3c(c2)OCCO3)n1-c1ccc(F)cc1 | -5.3% | -3.2%
Cn1c(-c2ccc(C=O)o2)nc2c3ccccc3c3ccccc3c21 | -7.2% | 9.7%
O=C(CN1C(=O)CSc2ccccc21)N1CCc2ccccc21 | 4.7% | nt
CCCOc1cccc(CN2CCCCC2c2cccnc2)c1 (stereo not drawn) | nt | -0.3%
COc1ccc(NC(=O)C2CCCCN2CC(=O)OCc2ccccc2)cc1OC (stereo not drawn) | 4.8% | -11.0%
Cc1cccc(OCCCCc2c(C)n[nH]c2C)c1 | 3.2% | -8.1%
Cc1cccc(C(=O)NN2CCN(C)CC2)c1 | -2.0% | -0.3%
CCOC(=O)c1[nH]c2ccc(OC)cc2c1N=CN(C)C | -1.1% | -2.5%
O=C(Nc1ccc(S(=O)(=O)Nc2nccc(C3Cc4ccccc4C(=O)O3)n2)cc1)c1ccccc1 (stereo not drawn) | 5.2% | nt
CCN(CC)CCCn1c(=S)[nH]c2cc(Cl)ccc2c1=O | -3.5% | -0.3%
CC(C)(C)n1nc2c(c1NC(=O)c1ccc(S(=O)(=O)N3CCCC3)cc1)CS(=O)C2 (stereo not drawn) | -2.3% | -12.4%
COc1ccccc1C(=O)Nc1nc(-c2cccs2)c(NC(C)=O)s1 | 0.4% | nt
CCCCc1c(C)nc(N/N=C/c2ccc(OCCC)cc2O)[nH]c1=O | 1.2% | 2.4%
CC1CCN(CCCCOc2c(Cl)cccc2Cl)CC1 | 0.1% | -1.4%
Cc1ccc(CN2C(=O)CCC2C(=O)NCCCN2CCCCC2C)cc1 (stereo not drawn) | 2.9% | 3.8%
O=C(CN1CCN(C(=O)N2CCCCC2)CC1)Nc1ccc(F)cc1 | 5.8% | -5.2%
NS(=O)(=O)c1ccc(-n2nncc2C23CC4CC(CC(C4)C2)C3)cc1 | 1.6% | -6.3%
O=C(c1cnc2n(c1=O)CCS2)N(c1ccccc1)C1CCCCC1 | -2.1% | 9.7%
O=C(c1cccc(Cl)c1)N1CCc2ccccc21 | -2.0% | -0.6%
C(=C\c1ccccc1)/CN1CCN(c2ncnc3c2oc2ccccc23)CC1 | -2.8% | -2.8%
CCNC(=O)[C@@H]1CCCN1C(=O)[C@H](CCCN=C(N)N)NC(=O)[C@H](CC(C)C)NC(=O)[C@@H](CC(C)C)NC(=O)[C@H](Cc1ccc(O)cc1)NC(=O)[C@H](CO)NC(=O)[C@H](Cc1c[nH]c2ccccc12)NC(=O)[C@H](Cc1cnc[nH]1)NC(=O)[C@@H]1CCC(=O)N1 | 2.2% | nt
COc1ccc(NC(=O)CCc2ccccc2)cc1Cl | -0.6% | 4.0%
COCCN1C(=O)/C(=C/C=C/c2ccccc2)SC1=S | -3.9% | 4.2%
O=c1[nH]c2ccc(S(=O)(=O)N3CCCCC3)cc2[nH]1 | 0.8% | 0.9%
O=S(=O)(c1ccc2c(c1)OCCO2)N1CCC(c2nc3ccccc3s2)CC1 | 1.3% | -12.8%
N#Cc1ccc(N2CCN(c3ccc(F)cc3)CC2)cc1 | 1.2% | nt
CN(C)c1ccc(NC(=O)c2ccc(COc3cccc(Cl)c3)o2)cc1 | nt | 2.4%
CC1Cc2nc(SCC(=O)Nc3ccc(F)cc3F)n(C)c(=O)c2S1 (stereo not drawn) | -1.1% | -0.5%
COc1ccc(Cl)cc1S(=O)(=O)Oc1ccc(NC(C)=O)cc1 | 2.5% | nt
c1ccc(-n2cnnc2SCc2nc3ccccc3s2)cc1 | -7.0% | -21.1%
O=c1c2ccccc2c(C=NCCc2ccccc2)c(O)n1Cc1ccccc1 | -9.0% | nt
CS(=O)(=O)N(Cc1ccc(Cl)cc1)c1ccc(C(=O)NCc2ccncc2)cc1 | 0.1% | 2.2%
O=C(Cn1nc(-c2cccc(Cl)c2)ccc1=O)Nc1cccnc1 | -2.5% | -11.0%
Oc1c(/C=N/Nc2nc3ccccc3s2)sc2ccccc12 | -2.0% | 1.8%

Whole records, looked up by structure. Screens in order: Hsp70 displacement	MKP-3 inhibition
Shown for CCOC(=O)c1[nH]c2ccc(OC)cc2c1N=CN(C)C = -1.1%	-2.5%
Shown for CC(C)(C)n1nc2c(c1NC(=O)c1ccc(S(=O)(=O)N3CCCC3)cc1)CS(=O)C2 (stereo not drawn) = -2.3%	-12.4%

(more compounds)
mol | Hsp70 displacement | MKP-3 inhibition
C=CCn1c(CCCN2C(=O)c3cccc4cccc(c34)C2=O)nnc1SCC(=O)O | -8.0% | 0.8%
COc1ccc(OC)c(N/C(N)=N/c2nc(C(F)(F)F)cc(=O)[nH]2)c1 | -3.0% | 4.2%
O=S(=O)(Nc1ccccc1C(F)(F)F)c1ccccc1 | 1.5% | -2.3%
CCOC(=O)C1=C(CN2CCC(C)CC2)NC(=O)NC1c1ccc(Cl)cc1 (stereo not drawn) | 4.6% | 3.6%
CCCn1c2ccccc2c2nnc(SCC(=O)Nc3nnc(CC(=O)OCC)s3)nc21 | -0.6% | nt
CC1=C(Sc2nc3ccccc3[nH]2)C(=O)NC(C)(C)C1 | -1.3% | -4.9%
Cc1cccc(N2CCN(C(=O)C(NS(=O)(=O)c3cccs3)c3ccccc3)CC2)c1C (stereo not drawn) | -5.4% | nt
CN(C)c1ccc(/C=C/C(=O)c2ccc(I)cc2)cc1 | -59.9% | 3.7%
CN(CCO)C1=NS(=O)(=O)c2ccccc21 | -3.6% | 3.2%
CC(C)C(=O)N(c1ccc2oc(=O)sc2c1)S(=O)(=O)c1ccccc1 | -4.6% | nt
CCOc1cccc(C=NN2CCN(Cc3ccc(C)cc3C)CC2)c1O | 1.0% | -1.7%
COc1ccc(C2NN=C(c3ccc(C)cc3)S2)cc1OC (stereo not drawn) | -0.9% | 1.1%
O=C(Nc1ccccc1)c1cc(S(=O)(=O)N2CCCCC2)ccc1Cl | 3.7% | 0.9%
Brc1ccc2ncnc(NCc3ccco3)c2c1 | -5.7%&4.2% | 0.9%&3.5%
O=S(=O)(c1ccc(S(=O)(=O)N2CCN(C3CCCCC3)CC2)cc1)N1CCCCCC1 | -0.8% | -2.0%
O=C(Nc1c(Cl)cccc1Cl)C1C2CC/C=C\CC/C=C/CCC21 (stereo not drawn) | -2.6% | 4.2%
COC(=O)C1=C(C)NC(=O)NC1/C=C/c1ccccc1 (stereo not drawn) | -2.5% | 0.9%
CCOc1cc2[nH]c(=O)n(CCCCCC(=O)NCc3ccco3)c(=O)c2cc1OCC | 1.2% | nt
C=C(C)c1cccc(C(C)(C)NC(=O)NCCCn2ccnc2)c1 | -3.6% | -10.5%
CCCc1cc(=O)n2[nH]c(-c3ccccc3)cc2n1 | 0.1%&0.8% | -0.8%

Entries above containing a CF3 group, in the order listed:
mol | Hsp70 displacement | MKP-3 inhibition
COc1ccc(OC)c(N/C(N)=N/c2nc(C(F)(F)F)cc(=O)[nH]2)c1 | -3.0% | 4.2%
O=S(=O)(Nc1ccccc1C(F)(F)F)c1ccccc1 | 1.5% | -2.3%

The list continues:
mol | Hsp70 displacement | MKP-3 inhibition
Cc1ccc(-c2nc3cc(Cl)cc(Cl)c3o2)cc1NC(=O)COc1ccccc1 | 0.6% | -0.5%
CC(=O)Nc1cc(OC(=O)c2ccco2)cc(OC(=O)c2ccco2)c1 | nt | -4.1%
Cc1ccc(NC(=O)c2c(C(=O)O)cccc2[N+](=O)[O-])c(Br)c1 | 10.1% | -6.4%
CCc1ccc(NC(=O)C2CCN(S(C)(=O)=O)CC2)cc1 | -8.1% | -10.3%
COc1cc(-c2nnc(Sc3ccc(C(F)(F)F)cc3[N+](=O)[O-])o2)cc(OC)c1OC | -0.5% | nt
CCN1C(=O)N(C)C(N(O)C(=O)NC)C1(C)C (stereo not drawn) | 5.9% | -6.4%
O=C(NC1CCS(=O)(=O)C1)c1ccc(Br)cc1 (stereo not drawn) | -3.2% | -4.1%
O=C(C1CCCN(S(=O)(=O)c2cccs2)C1)N1CCN(C2CCCCC2)CC1 (stereo not drawn) | -5.0% | 1.3%
Cc1cc(C(=O)O)ccc1N/C=C1\CCCC(C)C1=O (stereo not drawn) | 4.0% | nt
N#C/C(C(=O)N1CCOCC1)=C1\Nc2ccccc2S1 | -7.1% | 0.7%
COc1ccc(CCNC(=O)c2noc3c2CCCC3)cc1OC | 3.6% | 1.3%
c1ccc(CSc2nncn2-c2ccccn2)cc1 | 2.2% | 7.6%
COc1ccc(Nc2nc(Nc3ccc([N+](=O)[O-])cc3)nc(OC)n2)cc1 | 3.9% | 0.7%
COc1ccc(S(=O)(=O)N2CCN(C(=O)c3cccc(F)c3)CC2)cc1 | 2.0% | 4.3%
C=CCSC1=C(C#N)C(c2ccccc2OC)CC(=O)N1 (stereo not drawn) | 5.5% | -4.9%
O=S(=O)(Cc1ccccc1)c1nc2ccccc2n1Cc1ccc(Cl)cc1 | 2.5% | 0.2%
CSc1ccccc1NC(=O)CN(Cc1ccccc1)S(C)(=O)=O | -1.3% | 1.2%
CO/N=C(/C(=N/OC)c1ccccc1)c1ccccc1 | -0.2% | -0.3%
CCOC(=O)C1CCCN(C(=O)c2sc3nc(-c4ccccc4)cn3c2C)C1 (stereo not drawn) | 4.3% | -7.6%
CCOC(=O)c1c(NC(=O)COc2ccc(Br)c(C)c2)sc2c1CCC2 | -0.7% | 6.3%
Cc1cc(C)nc(NS(=O)(=O)c2ccc(NC(=O)c3ccc4c(c3)OCO4)cc2)n1 | -9.2% | -4.2%
Cc1cc(NC(=O)c2cc(-c3ccc(C)o3)nc3ccccc23)no1 | 2.7% | 5.4%
C=CCn1c(SCC(=O)c2cccs2)nc2sc(CC)cc2c1=O | -0.2% | -3.9%
CCOC(=O)CC(O)(c1ccccc1)C(F)(F)C(F)F (stereo not drawn) | 1.0% | -2.6%
O=C(CCCc1ccccc1)NCCN1CCOCC1 | -0.8% | -7.3%
CCOC(=O)Cn1cc(C=O)c2ccccc21 | 1.0% | nt
Cc1cc2cc(CNC(=O)NC3CCCCC3)ccc2[nH]1 | -4.5% | nt
O=C(NN1C(=O)/C(=C\c2ccccn2)SC1=S)c1ccccc1 | 2.3% | 2.6%
CCOC(=O)C(=CNc1ccc2c(c1)OCO2)C(=O)OCC | -2.2% | 2.5%
CCc1oc2ccccc2c1C(=O)CCN1CCCCC1 | 1.7% | -0.8%
c1ccc(Nc2nc(N3CCNCC3)nc(N3CCOCC3)n2)cc1 | -1.2% | nt
O=C(NCc1ccccc1)c1cnsn1 | 1.0% | -7.1%
COc1ccc(C2=NN(CN3C(=O)C(=O)c4ccccc43)C(c3ccccc3)C2)cc1 (stereo not drawn) | -4.2% | 1.1%
Oc1ccc2ccccc2c1C=Nc1ccc(N2CCOCC2)cc1 | -5.0% | nt
O=C(CN1CCN(c2ccccc2F)CC1)c1c[nH]c2ccc(F)cc12 | 4.0% | nt
O=C(O)C1C2CCC(O2)C1C(=O)NCCC1=CCCCC1 (stereo not drawn) | -5.4%&0.5% | -7.6%&1.6%
N#Cc1cc2cc3c(cc2nc1SCC(=O)OC1CCCCC1)OCO3 | 2.0% | -2.7%
Cc1ccc(NC(=S)Nc2ccc(F)cc2)cc1C | 2.7% | 3.3%
Cc1ccc(C(=O)NC=C(C#N)C#N)cc1 | -1.8% | -0.4%
O=C(CSc1nnnn1-c1ccccc1)N1CCc2ccccc21 | 2.2% | -1.4%
CC(C)C1N=C2c3ccccc3N=C(SCC(=O)c3ccc(O)c(O)c3)N2C1=O (stereo not drawn) | -9.6% | 1.0%
Fc1ccc(NC(=S)N2CCN(Cc3ccc4c(c3)OCO4)CC2)cc1 | -1.0% | 2.0%
COc1cc(/C=N/NC(=O)C(C)Nc2ccc(Cl)cc2)cc(OC)c1OC (stereo not drawn) | 1.0% | 2.5%
Cc1ccccc1OCCn1cc(C=C2C(=O)NC(=S)NC2=O)c2ccccc21 | 3.7% | 1.8%
NC(=O)CSc1ncc(-c2ccccc2)[nH]1 | 2.4% | 4.4%
COc1cccc(/C=N\N2CCN(c3ccccc3)CC2)c1OC | 0.5% | -0.4%
CCN(CC)c1ccc(C(=O)Nc2ccccc2Cl)cc1 | 0.8% | 4.6%
Cc1ccc(-c2n[nH]c3c2CCC3)cc1 | -2.1% | nt
CCCNC(=O)C1=C(C)C(=O)OC12CCC(C)CC2 (stereo not drawn) | -2.4% | -2.0%
O=c1[nH]c2ccc(S(=O)(=O)N3CCC(Cc4ccccc4)CC3)cc2o1 | 5.2% | nt
CN(C)S(=O)(=O)N1CCN(S(=O)(=O)c2ccc(F)cc2)CC1 | 4.8% | -6.9%
COC(=O)CN(c1ccc(OC)c(Cl)c1)S(=O)(=O)c1ccccc1 | 4.8% | -0.3%
O=[N+]([O-])c1ccc(N2CCN(S(=O)(=O)c3ccccc3)CC2)cc1NCCc1ccccc1 | 3.5% | -1.2%
COc1ccc(CN=C(Nc2ccccc2)SC2CC(=O)N(c3cccc(Cl)c3)C2=O)cc1 (stereo not drawn) | 2.0% | 1.7%

These rows are one share of the data; the hit share may differ from the screen's.
